Screening results from PubChem BioAssay.
RBBP9 inh – human RBBP9 inhibitors, primary screen, biochemical, fluorescence polarization, FP-Rh probe, HTS; 220,000 tested, 0.2% active; AID 1515, 2009; Serine hydrolase RBBP9 (Homo sapiens), O75884; recombinant RBBP9; inhibition, % at 7.94 µM;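 active means inhibition above the campaign mean of all tested compounds plus 3 SD, cut at about 14% in these data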;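 further: plate controls were DMSO wells with RBBP9 for no effect and wells lacking RBBP9 protein for full effect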
Target sequence (O75884 whole entry, looked up): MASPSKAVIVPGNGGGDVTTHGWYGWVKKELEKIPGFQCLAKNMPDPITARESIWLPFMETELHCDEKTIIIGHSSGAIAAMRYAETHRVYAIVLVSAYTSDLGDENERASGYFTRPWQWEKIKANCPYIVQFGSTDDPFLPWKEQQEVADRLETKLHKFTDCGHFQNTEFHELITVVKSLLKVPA
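System: RBBP9 protein / Quantity: 2.5 µM RBBP9 dispensing solution, before mixing / Also added: Serine-hydrolase probe FP-Rh, 375 nM pre-mixing / Dosing: 7.94 µM single dose, 0.794% DMSO / Timing: enzyme-compound preincubation 30 min, then probe labeling 45 min, 25 °C / Signal: FP readout at 525/598 nm / Controls: DMSO-treated enzyme wells and wells lacking RBBP9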
PGE2 EP2 inh – human EP2 receptor antagonists, primary screen, TR-FRET cAMP, C6 glioma cells | Prostaglandin E2 receptor EP2 subtype (Homo sapiens), P43116 | C6 glioma cells expressing human EP2; cells stimulated with saturating PGE2 | inhibition, % at 25 µM | 260,000 tested, 0.52% active | AID 1422, 2008;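 active means percent inhibition above 40 after rounding to a whole number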;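 further: rat C6 glioma host cells with rolipram phosphodiesterase inhibitor present; the protocol text gives 20 µM as final concentration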
Target sequence (P43116 whole entry, looked up): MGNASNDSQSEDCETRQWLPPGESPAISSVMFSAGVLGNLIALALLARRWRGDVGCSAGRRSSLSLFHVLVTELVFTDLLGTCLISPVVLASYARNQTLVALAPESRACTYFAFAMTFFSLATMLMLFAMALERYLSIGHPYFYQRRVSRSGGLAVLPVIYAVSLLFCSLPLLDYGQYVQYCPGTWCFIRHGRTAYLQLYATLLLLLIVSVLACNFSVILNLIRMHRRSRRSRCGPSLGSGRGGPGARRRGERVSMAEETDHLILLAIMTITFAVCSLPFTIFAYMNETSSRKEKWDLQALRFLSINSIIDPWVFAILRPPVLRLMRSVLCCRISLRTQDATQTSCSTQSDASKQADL
L929 necroptosis – inhibitors of zVAD-triggered necroptosis, primary screen, L929 cells. L929 zVAD necroptosis rescue, ATP luminescence, 24 h; with zVAD 60 µM. 220,000 tested, 0.38% active. viability rescue, % at 10 µM. AID 1377, 2008;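 active means activation, scaled between plate controls, above about 75%, limit read from the data; inactive means activation under that limit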;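 further: 0% = zVAD with DMSO and 100% = DMSO alone without zVAD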
Hck-Nef inh – inhibitors of Nef-activated human Hck kinase, primary screen, biochemical, Z-Lyte FRET, 384-well, Hck-YEEI. Recombinant Hck-YEEI plus Nef, Z-Lyte FRET kinase assay. inhibition, % at 20 µM. AID 463187, 2010. 220,000 tested, 0.68% active;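 active means Hck-Nef kinase inhibition above about 50%, limit read from the data; inactive means inhibition below that limit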;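 further: 0% = DMSO with Hck plus Nef and 100% = Hck alone without Nef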
Target sequence (P08631 whole entry, looked up): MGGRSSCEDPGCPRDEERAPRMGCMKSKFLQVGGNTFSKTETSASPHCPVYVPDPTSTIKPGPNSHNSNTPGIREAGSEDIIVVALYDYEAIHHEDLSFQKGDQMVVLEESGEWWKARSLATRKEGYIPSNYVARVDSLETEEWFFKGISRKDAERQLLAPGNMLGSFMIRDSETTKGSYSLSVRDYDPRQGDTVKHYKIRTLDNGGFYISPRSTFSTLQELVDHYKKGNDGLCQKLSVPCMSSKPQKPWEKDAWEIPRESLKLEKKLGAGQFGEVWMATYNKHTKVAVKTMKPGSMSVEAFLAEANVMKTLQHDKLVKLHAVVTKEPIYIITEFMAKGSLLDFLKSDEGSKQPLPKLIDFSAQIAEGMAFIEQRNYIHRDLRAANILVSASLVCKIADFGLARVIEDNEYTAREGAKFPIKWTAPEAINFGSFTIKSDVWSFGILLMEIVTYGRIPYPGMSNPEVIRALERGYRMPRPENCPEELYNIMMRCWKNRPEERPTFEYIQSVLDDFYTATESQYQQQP
Runt-SMMHC FRET – inhibitors of RUNX1 Runt–CBFb-SMMHC binding, primary screen, biochemical, FRET, Cerulean-Runt, Venus-CBFb-SMMHC, uHTS; Cerulean-Runt/Venus-CBFb-SMMHC FRET ratio 530/480, 1 h; Runt-related transcription factor 1 (Homo sapiens) + Core-binding factor subunit beta …; 220,000 tested, 0.74% active; AID 1434, 2008; inhibition, % at 20 µM;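 active means mean inhibition across duplicate retests at 20 µM reaching about 50%, limit read from the data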;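 further: 0% = DMSO wells and 100% = wells with excess untagged CBFb-SMMHC; inhibitors lower the FRET ratio by blocking Runt binding to CBFb-SMMHC; some results filed as inactive read as strong as hits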
EP2 modulator – EP2 receptor modulators, cAMP readout, primary screen, cell-based, HTRF cAMP, PGE2 stimulation. 260,000 tested, 0.83% active. induction, % at 25 µM. EP2-expressing cells, cAMP HTRF FRET, PGE2 co-stimulation. Prostaglandin E2 receptor EP2 subtype (Homo sapiens), P43116;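 active means compounds whose cAMP rise, as percent of the full-agonist control response, exceeds 60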;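 further: rat C6 glioma line stably carrying human EP2 under a CMV promoter; the protocol text gives 20 µM as final concentration; 100% = response of wells given 1 µM PGE2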
TNF death inh – inhibitors of TNF-alpha triggered necroptosis, primary screen, cell-based, Jurkat FADD-/-, single concentration; Jurkat FADD-/- TNF necroptosis rescue, ATP luminescence, 24 h; 0 = TNF only, 100 = no-TNF cells; activation (protection from cell death), % at 10 µM; 220,000 tested, 0.068% active; AID 463075, 2010;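 active means activation, meaning protection from cell death, of at least 50% relative to plate controls; inactive means activation below 50%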;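 further: necroptosis triggered by 40 ng/mL TNF-alpha added together with compound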
PERK inh – block of dimerizer-induced PERK translation repression, primary screen, PERK inhibitor project, CHO PERK-DD cells, SEAP luminescence, HTS. Eukaryotic translation initiation factor 2-alpha kinase 3 (Homo sapiens), Q9NZJ5. CHO PERK-DD fusion, SEAP luminescence translation reporter. inhibition, % at 5.6 µM. 220,000 tested, 0.17% active;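 active means inhibition above the mean inhibition of all tested compounds plus 3 SD, set separately per screening campaign, cut at about 2.9% in these data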;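 further: PERK kinase domain activated by AP20187 dimerizer at 100 nM; 0% = DMSO with dimerizer and 100% = rapamycin at 8.4 µM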
Runt-CBFb FRET – inhibitors of RUNX1 Runt–CBFb binding, primary screen, biochemical, FRET, Cerulean-Runt, Venus-CBFb, uHTS. Runt-related transcription factor 1 (Homo sapiens) + Core-binding factor subunit beta …. Cerulean-Runt/Venus-CBFb FRET ratio 530/480, 1 h. inhibition, % at 20 µM. 220,000 tested, 0.46% active;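 active means inhibition over about 50% at 20 µM in the single-dose screen, limit read from the data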;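 further: 0% = DMSO wells and 100% = excess unlabeled CBFb competitor control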
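Measured by: fluorescence energy transfer, 422 nm excitation, 530/480 nm emission; test system: Cerulean-tagged RUNX1 Runt domain (FRET donor) fusion protein; buffer or medium: Tris pH 7.5 buffer with BSA; compound: one dose, 20 µM compound, 1% DMSO; times: two 1 h room-temperature incubations shielded from light; benchmarks: unlabeled CBFb 5 µM, positive control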
Numbers without * were called inactive; x = no result given; & = joins results of further samples.

SMILES	RBBP9 inh	PGE2 EP2 inh	L929 necroptosis	Hck-Nef inh	Runt-SMMHC FRET	EP2 modulator	TNF death inh	PERK inh	Runt-CBFb FRET
Cc1cc(C(=O)Nc2c(C)n(C)n(-c3ccccc3)c2=O)cs1	-8.9	6.0	-0.4	5.6	0.9	-2.8	-2.3	0.8	0.2
NC(=O)NC(=O)CC1S/C(=N/N=C/c2ccccc2)NC1=O (stereo unspecified)	-6.7	5.9	9.4	19.8	-1.9	25.8	0.5	-0.1	0.3
COC(=O)C(C)Sc1nc(N)c(NC(=O)c2ccco2)c(=O)[nH]1 (stereo unspecified)	-9.0	8.0	-0.2	-0.4	-1.5	21.4	0.0	0.3	-0.6
COc1cc(CC(=O)OCC(=O)Nc2ccc(S(=O)(=O)N3CCCC3)cc2)cc(OC)c1OC	5.3	13.5	1.2	4.2	6.2	19.5	0.5	0.3	0.4
COC(=O)N/N=C(C)\C=C\c1ccco1	-6.4	10.0	-0.5	0.5	-3.8	-30.5	0.7	-0.3	1.9
COc1ccc(-c2cc(-c3ccc(OC)c(OC)c3)n[nH]2)c(O)c1	-5.4	2.0	0.4	5.7	-5.9	-50.0	7.9	0.0	-5.6
COc1cc(OC)cc(C(=O)NCCSCc2ccco2)c1	-4.3	8.6	-0.9	-20.4	0.6	0.9	-0.5	-0.4	2.3
COC(=O)c1sc(NC(=O)CSc2nnc(C(C)C)n2C)nc1C	-10.3	19.9	-0.2	-0.9	0.6	12.5	0.7	-0.7	2.1
CCOC(=O)N1CCN(C(=O)CN(Cc2ccc(Cl)cc2)S(=O)(=O)c2ccccc2)CC1	-7.6	3.5	-0.1	-2.1	-7.6	35.0	-3.8	-0.6	-7.2
COc1ccccc1CNC(=O)COc1ccc2c(c1)CCC2	-5.3	9.1	2.8	-0.3	-2.5	-23.9	-1.2	0.9	-0.2
Cc1nc(Nc2ccccc2Cl)sc1C(=O)Nc1ccccc1	-9.6	4.8	5.4	2.4	-0.1	8.2	5.3	0.1	0.2
N#C/C(=C\c1ccccc1C(F)(F)F)C(=O)Nc1ccccc1	-5.5	19.2	1.0	-0.9	-1.0	0.8	3.6	0.3	-0.5
CCOC(=O)CN(C(=O)CN1CCOCC1)c1ccc(Br)cc1	8.5	11.9&6.2	-0.2	2.1	-1.6	20.9&-9.4	0.2	-0.3	-2.3
COc1ccc(S(=O)(=O)N2CCCOC2CNC(=O)C(=O)NCCCn2ccnc2)cc1 (stereo unspecified)	4.7	3.9	0.3	0.5	-0.1	16.9	0.2	1.5	-0.5
CN1CCC(=NNC(=O)C(=O)NC2CCCCC2)CC1	-13.5	17.1	0.4	-1.3	-0.7	8.2	-0.5	0.3	2.2
O=C1c2ccccc2NC(c2ccc(-c3ccc(Br)cc3)o2)N1O (stereo unspecified)	-3.5	10.0	2.5	-0.4	5.9	-6.6	-11.7	0.5	2.8
Cc1ccc(S(=O)(=O)NC(=O)Nc2ccc(Cl)cn2)cc1	-10.0	8.1	0.2	3.2	1.6	14.2	-2.1	1.7	-1.4
C=CCOC(=O)C(C#N)c1nc2ccccc2nc1N1CCN(c2ccccc2OCC)CC1 (stereo unspecified)	2.2	6.7	5.0	1.4	1.1	32.6	1.6	-0.8	1.7
Cc1cc(C)c(NC(=O)CN(C2CCCCC2)C2CCCCC2)c(C)c1	0.6	10.1	0.1	-2.4	3.4	46.9	-0.4	0.3	1.0
Cc1ccc(-n2c(N)c(C(=O)N3CCCCC3)sc2=S)cc1	-8.7	5.0	0.1	-1.1	16.2	4.8	0.1	-0.9	29.1
COc1ccc2nc(CC(C)(C)CC(=O)O)c[n+]([O-])c2c1	-9.2	9.3	-0.1	1.5	21.4	31.4	-1.2	0.7	6.5
COc1cccc(C2CC(C(F)(F)F)n3nc(C(=O)NCc4cccnc4)cc3N2)c1 (stereo unspecified)	2.4	6.4	2.8	-12.3	-6.6	-10.1	-1.2	-0.1	-7.1
CCOc1ccc(C(CC(=O)O)NC(=O)c2cccs2)cc1 (stereo unspecified)	-0.5	4.8	x	-3.0	-6.0	29.4	0.7	0.0	-2.6
CCOC(=O)c1ccc(NC(=O)Nc2ccc(Cl)cn2)cc1	1.1	17.4	62.5	17.2	-14.6	0.1	0.7	0.3	-0.8
CCn1c2ccccc2c2cc(NC(=O)Cc3ccc(S(=O)(=O)N4CCOCC4)s3)ccc21	-5.4	11.8	3.5	-0.9	0.6	-21.1	5.7	-0.7	-2.0
Cc1ccc(CCCOC(=O)C[N+]2(C)CCCCC2)cc1	-9.6	6.4	34.5	16.8	3.2	16.6	-0.9	0.2	-14.0
CCCCn1c(SCC(=O)Nc2ccc3c(c2)CCC3)nc2ccccc2c1=O	-2.6	5.4	0.9	2.7	2.2	34.4	7.1	0.8	-13.4
Cc1cccc(N(CC(=O)NCc2ccccc2)C(=O)Cn2nnc(-c3ccc(C)o3)n2)c1	-7.0	6.3	0.3	-0.4	0.6	8.9	-6.3	-0.9	-4.0
COc1ccc2c3c(c(=O)oc2c1OCC(N)=O)CCCC3	-4.4	1.0	-0.1	0.6	0.4	30.4	-1.6	-0.8	2.0
CC1(C)CC(=O)C2=C(C1)NC(=O)CC2C(=O)NCc1ccc(F)cc1 (stereo unspecified)	-4.8	11.6	0.2	-0.6	1.7	14.5	0.3	0.3	1.8

Rewritten as a markdown table: entries from further up.
| SMILES | RBBP9 inh | PGE2 EP2 inh | L929 necroptosis | Hck-Nef inh | Runt-SMMHC FRET | EP2 modulator | TNF death inh | PERK inh | Runt-CBFb FRET |
| --- | --- | --- | --- | --- | --- | --- | --- | --- | --- |
| CC1(C)CC(=O)C2=C(C1)NC(=O)CC2C(=O)NCc1ccc(F)cc1 (stereo unspecified) | -4.8 | 11.6 | 0.2 | -0.6 | 1.7 | 14.5 | 0.3 | 0.3 | 1.8 |
| COc1ccc2nc(CC(C)(C)CC(=O)O)c[n+]([O-])c2c1 | -9.2 | 9.3 | -0.1 | 1.5 | 21.4 | 31.4 | -1.2 | 0.7 | 6.5 |
| Cc1ccc(S(=O)(=O)NC(=O)Nc2ccc(Cl)cn2)cc1 | -10.0 | 8.1 | 0.2 | 3.2 | 1.6 | 14.2 | -2.1 | 1.7 | -1.4 |

The results go on:
SMILES	RBBP9 inh	PGE2 EP2 inh	L929 necroptosis	Hck-Nef inh	Runt-SMMHC FRET	EP2 modulator	TNF death inh	PERK inh	Runt-CBFb FRET
CCCCCc1c(C)nc(N2CCc3ccccc3C2)[nH]c1=O	-0.6	5.4	0.8	-4.9	-7.9	19.3	-0.8	0.9	-0.6
Cc1cccc(N/C(N)=N/c2nc3c(c(=O)[nH]2)CCCC3)c1	8.6	4.4	0.4	0.8	-1.8	21.3	0.7	1.6	-0.1
Cn1cnc(S(=O)(=O)Nc2cc(C(F)(F)F)ccc2N2CCOCC2)c1	-5.6	8.0	0.0	26.7	-1.6	14.2	-1.2	0.4	-1.0
C=CCn1c(-c2cccnc2)n[nH]c1=S	-2.9	11.7	1.8	1.8	5.6	22.3	0.6	1.0	7.1
Clc1ccc2c(c1)C=Nc1c(NCc3ccccc3)ncnc1O2	-6.9	x	-0.1	1.0	-2.7	-35.6	-1.3	1.0	-2.4
Cc1ccsc1/C=C1/CN(C)Cc2c1nc1ccccc1c2C(=O)O	-2.7	13.3	1.2	8.4	-9.7	-6.4	5.1	1.1	-3.1
Cc1cccc2cc(=O)[nH]c(C)c12	-2.1	22.0	0.3	0.4	3.4	10.1	0.2	0.1	-5.3
Oc1ccccc1/C=N/NC1=NCCCCC1	-6.6	8.0	0.0	-1.7	-27.8	-27.8	0.5	0.7	-13.7
O=Nc1c(-c2ccccc2)cc2ccccn12	0.2	8.5	57.8	18.7	-8.1	-5.2	-1.3	-0.9	-1.3
Cc1ccc(C(C)C)c(OCC(=O)Nc2ccc(Cl)cn2)c1	-4.8	6.8	0.3	2.1	-4.5	32.1	-1.9	0.7	-1.3
CC(C)(C)Sc1nc(O)cc(=O)[nH]1	-4.5	-3.0	1.0	-1.5	2.9	-9.5	1.4	-0.4	-0.3
CSCCC(/C(O)=C(\C#N)c1nc2ccccc2[nH]1)N1C(=O)c2ccccc2C1=O (stereo unspecified)	-2.3	13.3	0.1	-0.2	4.8	15.4	-1.5	-0.7	-0.2
Cc1cc(O)ccc1C1(c2ccc(O)cc2C)OC(=O)c2ccccc21	-7.0	11.4	-0.1	-5.3	-1.6	67.0*	-0.4	0.6	-2.2
CCN(CC)C(=O)Oc1ccc(Br)c2ccccc12	5.5	7.3	-0.2	5.5	3.6	-23.1	-0.6	1.0	-1.4
OCCOc1ccc(C2=NCCO2)cc1	5.2	3.9	-0.1	7.9	1.9	20.0	-1.1	0.7	1.3
CCc1ccc(CCN2C(=O)c3ccccc3C2=O)nc1	11.9	12.9	0.2	4.5	-2.9	-18.2	3.6	0.5	-1.4
Clc1ccccc1Cn1nnc(-c2ccccc2)n1	10.2	1.7	-0.7	8.5	-3.1	9.7	1.7	0.3	-0.5
CC1SC(c2ccc(F)cc2)NC1=O (stereo unspecified)	-8.2	4.1	1.7	16.8	0.8	9.1	-0.8	0.5	-1.6
CCOC(=O)C(NC(C)=O)(Nc1ccc(S(N)(=O)=O)cc1)C(F)(F)F (stereo unspecified)	-14.2	1.0	-0.2	-0.6	4.9	7.7	2.5	-0.3	-1.6
O=C(CN1CCN(S(=O)(=O)c2ccc(F)cc2)CC1)Nc1ccc2c(c1)OCCO2	-6.8	17.2	-0.5	-0.7	-1.1	9.8	3.8	-1.2	0.5
CCNC(=O)COC(=O)/C=C/c1cccc([N+](=O)[O-])c1	-6.5	7.0	1.0	26.7	-3.9	22.0	0.6	-0.1	1.8
NC(=O)CCN1CCN(Cc2cn[nH]c2-c2cccc3ccccc23)CC1	9.1	3.7	-0.1	4.7	2.0	5.1	1.1	1.9	-2.0

Only part of the results is shown (hit frequency here may not be typical).
